Screens (PubChem BioAssay)
Tau ThT inhib – qHTS for Inhibitors of Tau Fibril Formation, Thioflavin T Binding | Potency, µM (top dose mostly 57.4 µM), without a hit: top-dose activity, negative = inhibition, most hits filed as inhibitors | recombinant tau K18 P301L, heparin-induced fibrillization, ThT fluorescence | 2.1% of 270,000 active | Microtubule-associated protein tau (Homo sapiens), P10636; note: nearly all actives have a fitted effect of over 55% in size
Target sequence (P10636 561-689 P618L limits assumed): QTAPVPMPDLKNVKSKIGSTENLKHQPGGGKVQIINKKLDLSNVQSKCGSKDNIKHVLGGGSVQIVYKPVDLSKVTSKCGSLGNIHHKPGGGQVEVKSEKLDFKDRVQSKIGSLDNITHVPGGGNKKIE
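Recombinant human tau K18 fragment […] carrying P301L, 15 uM unlabeled plus 0.24 uM Alexa 594-labeled, was fibrillized with 20 uM heparin in 100 mM sodium acetate pH 7 for 6 hr at 37 C; 30 uM ThT fluorescence read after 1 hr.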
TexasRed fluor – Total Fluorescence Counterscreen for Inhibitors of the Interaction of Thyroid Hormone Receptor and Steroid Receptor Coregulator 2. TRb/SRC2 Texas Red total fluorescence interference. Potency, µM (series often up to 106 µM), inactives show top-dose fluorescence change, negative = quenching. 0.29% of 280,000 active; active = well fitted curve in either direction with a large enough effect; inconclusive = small, poorly fitted or top-dose-only effect
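Flags fluorescent or light-absorbing compounds by total fluorescence, S + 2P, at 555 nm excitation and 632 nm emission. Mixture: 20 nM Texas Red SRC2 peptide, 0.6 uM human TRb LBD, 1 uM T3, 5% DMSO; compound exposure 5 h at ambient temperature.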
Tau FP inhib – qHTS for Inhibitors of Tau Fibril Formation, Fluorescence Polarization. Microtubule-associated protein tau (Homo sapiens), P10636. AID 1468, 2008. 0.39% of 280,000 active. K18 P301L tau heparin fibrillization, Alexa594 FP, 6 h. Potency, µM (titrated, usually from 57.7 µM), for the others: at the highest dose activity, negative = inhibition, most hits filed as inhibitors; note: nearly all actives have a fitted effect of over 55% in size
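FP of Alexa 594-tau after heparin (20 uM) induction. Substrate: human K18 P301L, 15 uM unlabeled, 0.24 uM labeled. Buffer 100 mM sodium acetate pH 7. 6 hr, 37 C.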
L3MBTL1 block – qHTS Assay for the Inhibitors of L3MBTL1; Lethal(3)malignant brain tumor-like protein 1 (Homo sapiens), Q9Y468; 0.66% of 230,000 active; AlphaScreen L3MBTL1–H3K9me1 peptide binding; Potency, µM (highest dose often 57.1 µM), inactives show at the top dose activity, negative = inhibition, usual class: inhibitors; AID 485360, 2010; note: nearly all actives have a fitted effect of over 60% in size
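Displacement of a biotinylated histone H3(1-15) peptide monomethylated at Lys9 (75 nM) from L3MBTL1 (50 nM) was measured by AlphaScreen after a 30 min room-temperature compound incubation; cefsulodin titration served as intraplate control.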
GLA spleen mod – qHTS Assay for Inhibitors and Activators of Human alpha-Galactosidase From Spleen Homogenate | human spleen homogenate, 4MU-alpha-Gal fluorescence, 40 min | AID 2107, 2009 | Alpha-galactosidase A (Homo sapiens), P06280 | Potency, µM (titrated, usually from 80 µM), inactives show top-dose activity change, negative = inhibition, most hits filed as inhibitors | 0.008% of 240,000 active;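 note: 0% = enzyme with vehicle and -100% = no enzyme basal signal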
Target sequence (P06280 32-429 limits assumed): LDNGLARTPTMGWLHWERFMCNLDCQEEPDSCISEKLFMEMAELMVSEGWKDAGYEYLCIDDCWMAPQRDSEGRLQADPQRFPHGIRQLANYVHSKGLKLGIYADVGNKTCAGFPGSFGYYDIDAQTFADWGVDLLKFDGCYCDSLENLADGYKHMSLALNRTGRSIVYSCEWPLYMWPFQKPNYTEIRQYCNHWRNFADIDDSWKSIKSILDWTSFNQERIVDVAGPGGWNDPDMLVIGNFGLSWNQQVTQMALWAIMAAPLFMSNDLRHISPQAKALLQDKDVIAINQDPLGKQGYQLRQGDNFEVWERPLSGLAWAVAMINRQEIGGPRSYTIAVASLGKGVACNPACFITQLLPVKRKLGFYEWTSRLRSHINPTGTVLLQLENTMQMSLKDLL
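qHTS titration in buffer at pH 5.0. Alpha-galactosidase activity in spleen homogenate was measured via 4-methylumbelliferone release from 1 mM fluorogenic substrate after 40 min at 37C and a pH 10 stop. AC50 came from Hill fits of control-normalized data.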
ALDH1A1 inh – qHTS Assay for Inhibitors of Aldehyde Dehydrogenase 1 (ALDH1A1); Aldehyde dehydrogenase 1A1 (Homo sapiens), P00352; 7.3% of 220,000 active; Purified ALDH1A1, NADH fluorescence, propionaldehyde substrate; AID 1030, 2008; Potency, µM (doses to about 75.3 µM), for inactives: top-dose activity, negative = inhibition, hits mostly inhibitors; active = well fitted inhibition curve with a large enough effect, not every such curve was filed as active; inconclusive = small, poorly fitted or top-dose-only effect, or another doubt; inactive = no such curve, though single readings can be large or run the other way;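 note: plate controls were no enzyme wells and a reference inhibitor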
Target sequence (P00352 whole entry, looked up): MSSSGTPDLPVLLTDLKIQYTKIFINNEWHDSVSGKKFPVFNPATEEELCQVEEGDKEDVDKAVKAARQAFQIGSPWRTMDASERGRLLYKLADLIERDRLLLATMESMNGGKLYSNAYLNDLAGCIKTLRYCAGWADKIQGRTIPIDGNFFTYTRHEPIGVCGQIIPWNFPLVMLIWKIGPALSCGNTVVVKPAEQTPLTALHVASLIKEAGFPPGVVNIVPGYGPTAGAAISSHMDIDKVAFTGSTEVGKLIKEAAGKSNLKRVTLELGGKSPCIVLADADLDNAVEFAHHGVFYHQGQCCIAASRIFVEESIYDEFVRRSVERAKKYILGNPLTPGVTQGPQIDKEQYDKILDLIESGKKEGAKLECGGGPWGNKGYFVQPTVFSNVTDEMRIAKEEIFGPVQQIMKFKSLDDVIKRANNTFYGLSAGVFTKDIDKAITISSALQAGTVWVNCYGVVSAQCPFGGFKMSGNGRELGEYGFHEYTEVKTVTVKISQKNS
TRb-SRC2 inh – qHTS for Inhibitors of the Interaction of Thyroid Hormone Receptor and Steroid Receptor Coregulator 2; TRbeta-SRC2 peptide binding, fluorescence polarization; receptor liganded with 1 µM T3; 0.065% of 280,000 active; Thyroid hormone receptor beta (Homo sapiens), P10828; Potency, µM (doses to about 106 µM), without a hit: top-dose activity change, negative = inhibition, actives largely listed as inhibitors;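 note: plate controls were bound peptide for no effect and peptide without receptor for full effect; nearly all actives have a fitted effect of over 50% in size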
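Human TRb LBD (0.6 uM) plus Texas Red-labeled SRC2 peptide (20 nM), 1uM T3, 5% DMSO, 5 hr at ambient temperature. Decreased polarization (555/632 nm) flags inhibition; data normalized to free and bound peptide controls.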
Tau fluor cs – Counterscreen qHTS for Inhibitors of Tau Fibril Formation, Fluorescence Polarization | tau K18 P301L (four-repeat tau fragment) Alexa594 fluorescence, heparin fibrillization | 0.93% of 280,000 active | Potency, µM (highest dose often 57.7 µM), for the others: at the highest dose activity change, negative = decrease; note: nearly all actives have a fitted effect of over 55% in size
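Human K18 P301L tau (15 uM unlabeled plus 0.24 uM Alexa 594-labeled, final) in 100 mM sodium acetate pH 7 was mixed with compound and 20 uM heparin and incubated 6 hr at 37 C.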
An asterisk follows results filed as active; ? = inconclusive; / = not tested or not shown; [ ] = dose if it differs, or a comment. Unless noted, calls come from the whole dose curve; as a rule, active = well fitted curve in the direction sought with a large enough effect; inconclusive = small, poorly fitted or top-dose-only effect, or another doubt; inactive = no such curve, though single readings can be large; an effect the other way counts as inactive or inconclusive. Unless noted, % is set by controls: 0 for no effect and ±100 for the full control effect; potency is the fitted concentration of half-maximal effect.

Sample of the layout (nine entries):
Sequence of screens: Tau fluor cs, L3MBTL1 block, ALDH1A1 inh, TRb-SRC2 inh, TexasRed fluor, GLA spleen mod, Tau ThT inhib, Tau FP inhib
> CC(C)CCNC(=O)C(c1ccco1)N(CC1CCCO1)C(=O)Cn1nnc2ccccc21 (stereo unspecified)
  7%, 4%, 8%, -5%, -3%, -2%, 2%, 8%
> c1ccc(-c2oc3ncnc(N4CCOCC4)c3c2-c2ccccc2)cc1
  -9%, 2%, ?, -5%, 1%, 13%, -4%, -2%
> Cc1cc(CN(C)Cc2ccc(OCC(O)CN(C)Cc3ccccc3)cc2)on1 (stereo unspecified)
  -11%, -7%, 5%, 0%, 2%, 2%, -10%, -8%
> O=C(/C=C/c1ccccc1)/C=C/c1ccccc1
  -20%, 0%, 32µM*, -6%, -5%, 9%, 7.9µM*, ?
> CN(C)c1nc(OCCOC(=O)COc2ccc(Cl)cc2Cl)nc(N(C)C)n1
  -11%, /, 10%, -10%, -2%, 3%, ?, -10%
> CC1(C)CC(=O)c2cnc(NC3CC3)nc2C1
  11%, -5%, ?, 0%, -3%, -3%, 5%, 7%
> CCn1cc([N+](=O)[O-])nc1C
  10%, 8%, ?, -2%, 0%, -7%, 5%, 5%
> CC1CCN(c2ccc(C(=O)NCc3ccco3)cc2[N+](=O)[O-])CC1
  -25%, -15%, ?, 0%, 1%, 2%, ?, 3%
> COc1cc2ccc(=O)oc2c(CC=C(C)C)c1OC
  -9%, /, /, -2%, 0%, -3%, -5%, -11%

Results, from the start:
Sequence of screens: Tau fluor cs, L3MBTL1 block, ALDH1A1 inh, TRb-SRC2 inh, TexasRed fluor, GLA spleen mod, Tau ThT inhib, Tau FP inhib
> CC(C)CCNC(=O)C(c1ccco1)N(CC1CCCO1)C(=O)Cn1nnc2ccccc21 (stereo unspecified)
  7%, 4%, 8%, -5%, -3%, -2%, 2%, 8%
> c1ccc(-c2oc3ncnc(N4CCOCC4)c3c2-c2ccccc2)cc1
  -9%, 2%, ?, -5%, 1%, 13%, -4%, -2%
> Cc1cc(CN(C)Cc2ccc(OCC(O)CN(C)Cc3ccccc3)cc2)on1 (stereo unspecified)
  -11%, -7%, 5%, 0%, 2%, 2%, -10%, -8%
> O=C(/C=C/c1ccccc1)/C=C/c1ccccc1
  -20%, 0%, 32µM*, -6%, -5%, 9%, 7.9µM*, ?
> CN(C)c1nc(OCCOC(=O)COc2ccc(Cl)cc2Cl)nc(N(C)C)n1
  -11%, /, 10%, -10%, -2%, 3%, ?, -10%
> CC1(C)CC(=O)c2cnc(NC3CC3)nc2C1
  11%, -5%, ?, 0%, -3%, -3%, 5%, 7%
> CCn1cc([N+](=O)[O-])nc1C
  10%, 8%, ?, -2%, 0%, -7%, 5%, 5%
> CC1CCN(c2ccc(C(=O)NCc3ccco3)cc2[N+](=O)[O-])CC1
  -25%, -15%, ?, 0%, 1%, 2%, ?, 3%
> COc1cc2ccc(=O)oc2c(CC=C(C)C)c1OC
  -9%, /, /, -2%, 0%, -3%, -5%, -11%
> CCOc1ccc(Cn2ccnc2CCl)cc1[N+](=O)[O-]
  -13%, -2%, -14%, -1%, 0%, -2%, ?, -5%
> CCOC(=O)CSC1=NC(=O)/C(=C\c2ccc(Cl)cc2)S1
  2%, -13%, 20µM*, -2%, -1%, 13%, 4%, -7%
> Cc1ccc(NC(=O)C(=O)NCc2ccco2)cc1
  -2%, /, /, 1%, -27%, /, -3%, 5%
> COCCNC(C(=O)Nc1cc(Cl)cc(Cl)c1)c1ccccc1 (stereo unspecified)
  -15%, /, 14µM*, 2%, -1%, -15%, -3%, -2%
> CCOC(=O)c1cccc(NC(=O)CCc2nc3cccnc3n2-c2ccccc2)c1
  -26%, /, /, 0%, -3%, /, -12%, 2%
> Fc1ccc(Cn2c(SCc3ccc(F)c(F)c3)nnc2C(F)(F)F)cc1
  -11%, 28%, -5%, -2%, -4%, -15%, -9%, 2%
> CCc1c(C)c(C#N)c2[nH]c3ccccc3n2c1=S
  ?, -19%, /, 3%, -3%, 15%, ?, 9%
> C#CCOCCOCCOCCNc1nc(N2CCN(C(=O)Cn3cc(CCCN=C(N)N)nn3)CC2)nc(N2CCN(C(=O)[C@H]([C@@H](C)CC)n3cc(CCC(=O)O)nn3)CC2)n1
  -2%, 5%, 9%, 2%, 1%, -1%, -10%, 1%
> COc1cccc(-c2nc(SCC(=O)NC3CCCC3)c(-c3ccc(F)cc3)[nH]2)c1
  13µM*[quencher], /, /, 2%, -3%, /, ?, 10%
> COc1cc2ncnc(Nc3ccc(F)c(Cl)c3)c2cc1OCCCN1CCOCC1
  ?, /, 0%, 2%, -1%, -3%, ?, 40µM*
> O=C(c1ccco1)n1nc(-c2cccnc2)nc1NCc1ccco1
  -21%, /, ?, -5%, 1%, 7%, ?, -4%
> CCN(CC)S(=O)(=O)c1cccc(NC(=O)CSc2nnc(N)s2)c1
  8%, -10%, ?, 6%, -3%, -3%, 11%, 6%
> O=C(CC12CC3CC(CC(C3)C1)C2)NCC(c1ccc(F)cc1)N1CCOCC1 (stereo unspecified)
  -1%, 5%, -3%, -1%, -3%, 3%, 0%, 4%
> Cc1ccc(S(=O)(=O)NCCCCCC(=O)Nc2ccccc2C)cc1
  -5%, 0%, 4µM*, 2%, 0%, -4%, 1%, 7%
> Cc1ccc(NC(=O)CCN2CCc3ccccc3C2)cc1
  -6%, 8%, -7%, 1%, 0%, -8%, -9%, 16%
> O=C(Nc1cccc2ccccc12)N1CCc2ccccc2C1
  -5%, 11%, -7%, -7%, 0%, -7%, -13%, 6%
> Cc1cccc(COc2ncnc3nc[nH]c23)c1
  2%, 0%, 1%, 9%, -1%, 7%, 9%, -2%
> COc1ccc(C(=O)Nc2cccc(-c3nc4ncccc4o3)c2C)cc1OC
  -5%, 5%[11.4 µM], 7%, 1%, -1%, -5%, -4%, -10%
> CC(C)(C)C1CCc2oc3ccc(NS(=O)(=O)c4cc(Cl)ccc4Cl)cc3c2C1 (stereo unspecified)
  -25%, /, /, -2%, 2%, /, -7%, ?
> CCNC(=S)Nc1cccc(NC(=O)c2ccccc2O)c1
  -10%, -6%, /, -6%, -2%, 11%, -4%, -1%
> CC1=C(C(=O)OCC2CCCO2)C(c2ccccc2)C2=C(CCCC2=O)N1 (stereo unspecified)
  -10%, /, ?, 7%, -4%, 11%, -10%, 2%
> CC(C)Oc1cccc(C(=O)NC(=S)Nc2ccc(Cl)c(C(=O)O)c2)c1
  -5%, 9%, ?, -5%, -2%, 3%, -6%, -10%
> Cc1cc2nc(SCC(=O)O)nc(C)c2cc1C
  -3%, 4%, 9%, 1%, 2%, -4%, -14%, 0%
> CCOC(=O)c1ccc(S(=O)(=O)N2CCN(C(=O)c3nn(C)c(=O)c4ccccc34)CC2)cc1
  -7%, 8%, -5%, -10%, 2%, -2%, 3%, -2%
> O=C(CNC1CC1)Nc1cc(C(F)(F)F)ccc1Cl
  -8%, 9%, -11%, 0%, 1%, -20%, -7%, 9%
> COC(=O)Nc1nnc(Cc2ccc(Cl)cc2)s1
  -9%, /, 12%, -3%, -2%, 2%, 2%, 0%
> COC(=O)N1CCN(c2ccc(C)cc2)C(C)C1 (stereo unspecified)
  -8%, -3%, 2%, -5%, -2%, -1%, -14%, 2%
> COc1ccc(S(=O)(=O)Nc2ccccc2-c2nnn(CC(=O)Nc3ccccc3OC)n2)cc1
  ?, -8%, 2%, -1%, 1%, -6%, 16%, ?
> CCOC(=O)C1(Cc2ccc(Cl)cc2)CCN(Cc2cn(CC)nc2C)CC1
  -15%, -5%, /, 8%, -1%, 2%, -14%, -4%
> Cc1ccc(S(=O)(=O)C(CNC(=O)COc2ccc(Cl)cc2)c2ccco2)cc1 (stereo unspecified)
  -18%, /, /, -7%, -1%, /, -15%, -3%
> CCN(c1ccccc1)S(=O)(=O)c1ccc(Cl)c(NC(=O)CSc2n[nH]c(N)n2)c1
  -24%, -1%, 27%, 5%, -1%, -10%, -2%, -1%
> O=C(NNS(=O)(=O)c1ccc2ccccc2c1)c1cc(-c2ccccn2)nc2ccccc12
  -20%, -1%, -14%, -4%, -2%, 3%, -18%, 6%
> COc1ccccc1NC(=O)c1ccccc1NS(=O)(=O)c1cccs1
  -4%, 9%, 6%, 1%, -5%, 1%, -1%, 9%
> Cc1ccc(NC(=O)N2CCN(c3nnc(C)c4c(C)n(-c5ccc(Cl)cc5)nc34)CC2)c(C)c1
  1%, /, /, -2%, -19%, /, 4%, -1%
> COc1cccc(-c2nc(Oc3cc(C)cc(C)c3)c3ccccc3n2)c1O
  -10%, 1%, 8%, -14%, 3%, 19%, -9%, 9%
> COc1ccc(OC(C)C(=O)N2CCN(c3ccccn3)CC2)cc1 (stereo unspecified)
  7%, /, ?, -3%, -1%, 4%, 2%, 11%
> O=C(O)[C@@H](O)c1ccccc1
  -8%, /, /, 11%, 2%, 6%, -8%, 5%
> CN=C1c2cc3c(Br)c(OC)ccc3n2CCN1C
  -7%, /, ?, 3%, -5%, -5%, -9%, 8%
> CCc1ccc(N2CC(C(=O)OCC(=O)Nc3cc(C)on3)CC2=O)cc1 (stereo unspecified)
  -1%, 6%, 2%, -2%, -1%, 3%, -8%, -5%
> Cc1c(NC(=O)C(C)OC(=O)c2sc3ccccc3c2Cl)c(=O)n(-c2ccccc2)n1C (stereo unspecified)
  7%, 3%, -4%, -3%[53 µM], -1%[53 µM], -9%, 2%, 1%
> CSc1nsc(SCC(=O)Nc2cccc(C(C)=O)c2)n1
  -21%, 2%, -10%, -4%, 1%, 7%, ?, -7%
